# DYRK1A inh: blocks rat Dyrk1A kinase activity. Q63470. ADP-Glo luminescence, NFATc1 peptide. inhibition, % at 12.5 µM. 0.43% of 310,000 active; in the data active = inhibition above about 50%;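 also: plate controls were vehicle with enzyme for no effect and no enzyme for full effect; many of its hits are not listed in these tables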
# TRPC4 block: inhibitors of mouse TRPC4 channel | B-score at 10 µM | HEK293 TRPC4beta/mu-opioid, DAMGO-evoked Fluo4 calcium flux; stronger effect = lower value | 0.39% of 300,000 active | Q9QUQ5 | AID 2247;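 active = B-score over 3 SD under the library average, no early fluorescence shift, positive overall ratio signal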
# Target sequence (Q9QUQ5 whole entry, looked up): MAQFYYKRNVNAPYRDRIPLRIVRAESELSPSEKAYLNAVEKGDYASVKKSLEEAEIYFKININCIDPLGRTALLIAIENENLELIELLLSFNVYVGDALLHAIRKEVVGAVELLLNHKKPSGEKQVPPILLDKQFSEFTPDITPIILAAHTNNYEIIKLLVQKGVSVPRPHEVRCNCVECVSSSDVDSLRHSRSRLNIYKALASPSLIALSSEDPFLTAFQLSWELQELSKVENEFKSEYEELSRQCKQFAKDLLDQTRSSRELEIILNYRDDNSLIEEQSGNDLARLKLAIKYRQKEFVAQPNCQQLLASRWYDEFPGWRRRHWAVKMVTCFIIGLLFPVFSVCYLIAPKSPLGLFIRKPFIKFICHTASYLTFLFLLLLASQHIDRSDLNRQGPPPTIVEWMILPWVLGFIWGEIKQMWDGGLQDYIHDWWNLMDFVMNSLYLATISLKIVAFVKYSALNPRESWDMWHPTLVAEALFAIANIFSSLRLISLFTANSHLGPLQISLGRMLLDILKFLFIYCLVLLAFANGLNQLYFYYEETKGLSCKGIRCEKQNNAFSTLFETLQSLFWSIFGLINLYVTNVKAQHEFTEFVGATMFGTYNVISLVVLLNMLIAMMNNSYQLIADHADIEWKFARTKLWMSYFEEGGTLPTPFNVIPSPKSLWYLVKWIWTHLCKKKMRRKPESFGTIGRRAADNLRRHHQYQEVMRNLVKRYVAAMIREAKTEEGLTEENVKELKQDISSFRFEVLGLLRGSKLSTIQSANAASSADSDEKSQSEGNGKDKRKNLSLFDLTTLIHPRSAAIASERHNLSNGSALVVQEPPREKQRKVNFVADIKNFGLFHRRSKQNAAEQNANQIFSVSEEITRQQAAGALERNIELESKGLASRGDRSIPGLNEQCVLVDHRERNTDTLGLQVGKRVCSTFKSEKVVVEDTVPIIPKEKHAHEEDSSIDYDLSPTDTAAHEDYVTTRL
#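 Assay system: Stable TRPC4beta/mu-opioid receptor HEK293 cells | Reagent: DAMGO in two steps, submaximal then maximal | Compound dosing: Single concentration per test compound | Signal: Fluo4 Ca2+ flux fluorescence | Evaluation: Per-well B score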
# KCNK3 block: human KCNK3 channel inhibition, primary screen; B-score at 10 µM; AID 602410; 0.84% of 340,000 active; CHO-KCNK3 thallium flux, FluxOR fluorescence; stronger effect = lower value; O14649;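 active = B-score under library mean minus 4 SD, starting fluorescence ratio at most library mean plus 5 SD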;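 also: more negative B-score means stronger inhibition of thallium flux through KCNK3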
# KCNQ1 inh: blocks the human KCNQ1 potassium channel; AID 2642; B-score at 10 µM; 1.3% of 310,000 active; CHO-K1 KCNQ1, FluxOR thallium flux fluorescence; stronger effect = higher value;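 active = compounds whose thallium flux B-score, printed positive for inhibition, exceeds three library SD while starting fluorescence stays within three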;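 also: channel opened by potassium depolarization with thallium stimulus after 20 min compound exposure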
# Platelet DG rel: modulates dense granule release in human platelets; human platelet-rich plasma, SFLLRN dense granule ATP release, luminescence; inhibition, %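 (compounds screened at 7.5 µM in platelet-rich plasma)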; 0.22% of 300,000 active; AID 1663;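 active = mean replicate score, as percent of positive control, at or above 50; inconclusive = mean below 50 but at least one replicate at or above 50; inactive = mean and every replicate below 50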
# TRPC4 agonist: activators of mouse TRPC4 channel; B-score at 10 µM; AID 2237; HEK293 TRPC4beta/mu-opioid, Fluo4 calcium fluorescence; stronger effect = higher value; 0.49% of 310,000 active; Q9QUQ5;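 active = B-score above 5 SD of library B-scores, and initial fluorescence ratio not above library mean plus 5 SD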;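 also: positive B-score marks a calcium rise read as TRPC4 activation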
#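 Incubation: 45 min room-temperature Fluo4 loading, 110 s read / System: HEK293 cells stably co-expressing mouse TRPC4beta and mu-opioid receptor / Signal: Fluo4 fluorescence, kinetic / Control set: buffer (low) and maximal DAMGO (high) / Measure: integrated baseline-normalised fluorescence ratio, converted to per-well B score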
# hERG protect: hERG (human) protection from proarrhythmic block | AID 1511 | activation (rescue from dofetilide block), less the hit threshold, % at 10 µM | Q12809 | 0.51% of 310,000 active | CHO-hERG, FluxOR thallium flux, dofetilide IC70 present;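 active = activation above the mean of controls blocked by dofetilide plus 5 SD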;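 also: thallium influx through hERG after potassium depolarization seen as dye fluorescence rise; in these data hits start at about 4.7%; inactives centre near -7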
# KCNK9 inh: blocks the human KCNK9 two-pore domain potassium channel. B-score at 10 µM. 1.2% of 310,000 active. HEK293 KCNK9, FluxOR thallium flux fluorescence; stronger effect = lower value. Q9NPC2;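 active = ratio B-score over 3 SD below the library mean, with starting fluorescence within 5 SD of its mean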;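 also: negative B-score means less thallium flux so channel inhibition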
# TRPC4 PAM: allosterically enhances the mouse TRPC4 cation channel | HEK293 TRPC4beta/mu-opioid, DAMGO EC20, Fluo-4 Ca2+ flux; stronger effect = higher value | Q9QUQ5 | B-score at 10 µM | 0.42% of 310,000 active;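 active = B-score of calcium response area above 5 SD of library B-scores, with initial fluorescence ratio within 5 SD of library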;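 also: B-score of integrated fluorescence ratio over time as area under calcium response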
# KCNQ1 pot: human KCNQ1 channel potentiation or activation; CHO-K1 KCNQ1, thallium flux FluxOR fluorescence; stronger effect = higher value; B-score at 10 µM; 0.35% of 310,000 active; P51787; AID 2648;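 active = fluorescence ratio B-score, a plate-corrected score, at least three library SD, with initial intensity B-score within 5 SD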
#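 System: CHO-K1 cells stably expressing KCNQ1 / Medium: assay buffer for compound exposure, DMSO matched across wells / Reagent: thallium- and potassium-containing depolarizing buffer / Compound: one concentration, matched DMSO / Incubation: 20 min compound pretreatment at room temperature / Measured by: kinetic FluxOR fluorescence, 10 s baseline plus 110 s post-stimulus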
# PolyA inhibitor: yeast polyadenylation inhibition | AID 1875 | S. cerevisiae SKY197-pL101 polyadenylation reporter, beta-gal luminescence; efflux-impaired pdr1/pdr3 knockout yeast; score 100 = 6 SD above DMSO | calls only at 12 µM | 0.02% of 300,000 active;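 active = lowest replicate activity score at least 50, where 100 means six control SD above control mean; inconclusive = lowest score under 50 but half or more replicates reach 50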;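 also: yeast exposed to compound for 9 h at 30 °C; higher score means more reporter readthrough which indicates perturbed polyadenylation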
# * hit, by the source's call; i = inactive; ? = inconclusive; · = no result given. Only part of the results is shown; rates above refer to the full screens.
SMILES,DYRK1A inh,TRPC4 block,KCNK3 block,KCNQ1 inh,Platelet DG rel,TRPC4 agonist,hERG protect,KCNK9 inh,TRPC4 PAM,KCNQ1 pot,PolyA inhibitor
OCCNC(=S)Nc1ccc(Oc2ccccc2)cc1,30,i,i,i,2,i,-8,i,i,i,i
COC(=O)c1c(NC(=O)c2ccnn2C)sc(C)c1C,-10,i,i,i,1,i,-9,i,i,i,i
CCCc1ccccc1OCCNC(=O)c1cc(=O)n(C)c(=O)n1C,3,i,i,i,-5,i,-12,i,i,i,i
CCc1nn(C(C)C(=O)N(C)Cc2ccccc2)c(=O)c2cc3occc3n12 (centres undefined),0,i,i,i,6,i,-9,i,i,i,i
O=C(NC1CCCC1)C(Cc1ccccc1)n1cccc1 (centres undefined),-1,i,i,i,4,i,-3,i,i,i,i
O=C(CN1C(=O)NC2(CCSC2)C1=O)NCc1ccccc1 (centres undefined),-4,i,i,i,-11,i,-10,i,i,i,i
Cc1ccc(CSCC(=O)N2CCN(c3ccc(F)cc3)CC2)cc1,-5,i,i,i,1,i,-9,i,i,i,i
CC(C)NC(=O)c1c(CSc2ccc(Cl)cc2)noc1C(=O)NCc1ccccc1,3,i,i,i,-1,i,-14,i,i,i,i
Nc1nc(NCCCN2CCOCC2)nc(Nc2cccc(Cl)c2)c1[N+](=O)[O-],0,i,i,i,-5,i,-8,i,i,i,i
CCCc1cc(=O)[nH]c(N/N=C/C=C\c2ccccc2)n1,3,i,i,i,1,i,-8,i,i,i,i
O=S(=O)(c1cccs1)N1CCN(c2ccccc2Cl)CC1,·,i,i,i,-20,i,-11,i,i,i,i
CSCCC(NC(=O)c1ccccc1)C(=O)N1CC=C(c2ccccc2)CC1 (centres undefined),-2,i,i,i,-18,i,-3,i,i,i,i
CNC(=O)COC(=O)/C=C/c1cn(-c2ccccc2)nc1-c1ccc(C)o1,1,i,i,i,8,i,-14,i,i,i,i
CCCNC(=O)CN1C(=O)NC(CC)(c2ccc(F)cc2)C1=O (centres undefined),2,i,i,i,-3,i,-2,i,i,i,i
Cc1cccc(S(=O)(=O)Nc2nc3ccccc3nc2NCc2ccco2)c1,0,i,i,i,-2,i,1,i,i,i,i
CCOC(=O)CON1C(=O)c2ccccc2C1=O,-1,i,i,i,2,i,1,i,i,i,i
CC(OC(=O)CCc1nc2ccccc2c(=O)[nH]1)C(=O)NCc1ccc2c(c1)OCO2 (centres undefined),-12,i,i,i,3,i,-7,i,i,i,i
COc1ccc(OC)c(-c2csc(NC(=O)CSc3nnnn3C)n2)c1,2,i,i,i,·,i,-17,i,i,i,i
OC1(c2nc3ccccc3[nH]2)CCCCC1,3,i,i,i,-8,i,-2,i,i,i,i
Cc1oncc1C(=O)NC(C)C,0,i,i,i,-8,i,0,i,i,i,i
CC(=O)Nc1ccc(NC(=O)CN2CCN(c3ccccn3)CC2)cc1,3,i,i,i,-3,i,0,i,i,i,i
Cc1nc2ccccc2c(=O)n1NC(=O)c1c(O)c2c(n(CC(C)C)c1=O)CCCC2,-14,i,i,i,3,i,-12,i,i,i,i
Cc1cccc(N(CC(=O)NC2CCCCC2)C(=O)CCC(=O)Nc2ccccn2)c1,·,i,·,i,-11,i,-7,i,i,i,i
O=C(CCNc1ccc(Cc2ccncc2)cc1)c1ccc([N+](=O)[O-])cc1,-2,i,i,i,-2,i,-13,i,i,i,i
COC(=O)N/N=C/c1sc(N2CCCCC2)nc1-c1cccs1,0,i,i,i,0,i,-1,i,i,i,·
Cn1cccc1/C=N/NC(=O)c1ccc[n+]([O-])c1,·,i,i,i,2,i,-9,i,i,i,i
Cn1c(=O)oc2cc(S(=O)(=O)Nc3cccc4c3CCCC4)ccc21,-6,i,i,i,-2,i,-16,i,i,i,i
NC(=O)Nn1c(CCC(=O)O)ccc1-c1ccc(Cl)cc1,-4,i,i,i,-4,i,-13,i,i,i,i
O=C(O)c1ccc(N2CCCC2=O)cc1,-3,i,i,i,-1,i,-1,i,i,i,i
COC(=O)CSc1nc2cc3c(cc2cc1C)OCO3,2,i,i,i,4,i,-12,i,i,i,i
COc1cccc(C(=O)NNC2=CC(=O)CC(C)(C)C2)c1,1,i,i,i,-2,i,-11,i,i,i,i
CCOC(=O)C1=C(N)Oc2cc(O)ccc2C1c1ccc([N+](=O)[O-])cc1 (centres undefined),0,i,i,i,-2,i,-2,i,i,i,i
CCc1ccccc1N(C(=O)c1snc(C(N)=O)c1N)C(C(=O)NCC1CCCO1)c1c[nH]c2ccccc12 (centres undefined),-6,i,i,i,-8,i,-6,i,i,i,i
CCc1nnc(NC(=O)CCS(=O)(=O)Cc2ccccc2)s1,-3,i,i,i,-4,i,-2,i,i,i,i
CCN1CCN(C(=O)C23CCC(C)(C(=O)C2Br)C3(C)C)CC1 (centres undefined),3,i,i,i,7,i,-6,i,i,i,i
O=C1/C(=C/c2ccc(O)cc2)SC(=S)N1Cc1cccnc1,-1,i,i,i,10,i,2,i,i,i,i
COC(=O)C1CSC(C(=O)OC)N1C(=O)Nc1ccccc1 (centres undefined),1,i,i,i,?,i,-7,i,i,i,i
COc1ccc(CCn2c(C)c(C(C)=O)c(C(C)=O)c2C)cc1OC,-4,i,i,i,15,i,-12,i,i,i,i
O=C(/C=C/c1cn(-c2ccccc2)nc1-c1ccc2c(c1)OCCO2)NCCCN1CCOCC1,10,i,i,i,7,i,-15,i,i,i,i
CC(C)(C)c1ccc(C(=O)N2CCNC(=O)C2CC(=O)Nc2ccc(F)cc2)cc1 (centres undefined),3,i,i,i,-7,i,-4,i,i,i,i
CC(Sc1ccc(Cl)cc1)C(=O)NCc1cccnc1 (centres undefined),2,i,i,i,1,i,-11,i,i,i,i
CC(/C=N/NC(=O)Cc1cccs1)=C\c1ccccc1,-4,i,i,i,-8,i,-3,i,i,i,i
CC1CC(C)CN(CCOCCSc2ccccc2)C1 (centres undefined),1,i,i,i,1,i,-9,i,i,i,i
Cc1ccc(F)cc1NC(=O)CCNC(=O)c1ccc([N+](=O)[O-])cc1,1,i,i,i,1,i,-10,i,i,i,i
C=CCSc1nc(-c2ccc3c(c2)OCO3)cc(C(F)(F)F)c1C#N,2,i,i,i,-4,i,-14,i,i,i,i
CCOc1cc(/C=N\NC(=O)c2ccc(C)nc2)cc([N+](=O)[O-])c1O,2,·,i,i,7,i,-7,i,i,i,i
NC(N)=NC1=NC(=O)C(Cc2ccccc2)S1 (centres undefined),-10,i,i,i,-5,i,-11,i,i,i,i
O=C(CC12CC3CC(CC(C3)C1)C2)NCc1ccncc1,-8,i,i,i,-1,i,-5,i,i,i,i
CCCCNc1nc(N)nc(-c2cc(Cl)ccc2O)n1,5,i,i,i,8,i,-4,i,i,i,i
Cc1cccc2sc(NC(=O)CCNS(=O)(=O)c3cccs3)nc12,4,i,i,i,2,i,-12,i,i,i,i
CC12C(=O)N(NC(=O)c3ccncc3)C(=O)C1C1C=CC2C1 (centres undefined),6,i,i,i,-15,i,-7,i,i,i,i
O=C(Nc1ccc(Cl)cc1)C1c2cccc[n+]2CC(=O)N1Cc1ccc2c(c1)OCO2 (centres undefined),2,i,i,i,2,i,-10,i,i,i,i
Cc1nc(NCC2CCCO2)c2nnn(Cc3c(F)cccc3Cl)c2n1 (centres undefined),-5,i,i,i,-15,i,-2,i,i,i,i
O=C(CSc1nnnn1-c1ccccc1)CC(=O)Nc1ccc(Cl)cc1,-4,i,i,i,10,i,-5,i,i,i,i
Cc1cnc(NS(=O)(=O)c2ccccc2)c(C)n1,9,i,i,i,-2,i,-7,i,i,i,i
O=C(Nc1cc(Cl)c(Cl)cc1Cl)c1cccnc1,7,i,i,i,2,i,-8,i,i,i,i
COc1cccc(C(=O)NN=C2CCCC2)c1,-3,i,i,i,-2,i,-11,i,i,i,i
CNC(=O)c1ccsc1NC(=O)c1coc2ccccc2c1=O,0,i,i,i,1,i,-2,i,i,i,i
COc1ccc(NC(=O)/C=N/O)cc1,5,i,i,i,-10,i,-13,i,i,i,i
CC1CCc2nn(CC(=O)N3CCN(C(=O)c4ccco4)CC3)cc2C1 (centres undefined),-2,i,i,i,1,i,-6,i,i,i,i

# Entries of single compounds from above:
# `Cc1cccc(S(=O)(=O)Nc2nc3ccccc3nc2NCc2ccco2)c1` as listed: DYRK1A inh = 0; TRPC4 block = i; KCNK3 block = i; KCNQ1 inh = i; Platelet DG rel = -2; TRPC4 agonist = i; hERG protect = 1; KCNK9 inh = i; TRPC4 PAM = i; KCNQ1 pot = i; PolyA inhibitor = i
# `O=C(O)c1ccc(N2CCCC2=O)cc1` as listed: DYRK1A inh = -3; TRPC4 block = i; KCNK3 block = i; KCNQ1 inh = i; Platelet DG rel = -1; TRPC4 agonist = i; hERG protect = -1; KCNK9 inh = i; TRPC4 PAM = i; KCNQ1 pot = i; PolyA inhibitor = i
# `O=C(CCNc1ccc(Cc2ccncc2)cc1)c1ccc([N+](=O)[O-])cc1` as listed: DYRK1A inh = -2; TRPC4 block = i; KCNK3 block = i; KCNQ1 inh = i; Platelet DG rel = -2; TRPC4 agonist = i; hERG protect = -13; KCNK9 inh = i; TRPC4 PAM = i; KCNQ1 pot = i; PolyA inhibitor = i

# Next entries
SMILES,DYRK1A inh,TRPC4 block,KCNK3 block,KCNQ1 inh,Platelet DG rel,TRPC4 agonist,hERG protect,KCNK9 inh,TRPC4 PAM,KCNQ1 pot,PolyA inhibitor
O=C(c1c(O)c2ccccc2oc1=O)C1CCC1,4,i,i,i,0,i,-5,i,i,i,i
O=C(CSc1nnc(CNC(=O)C23CC4CC(CC(C4)C2)C3)n1-c1ccccc1)Nc1ccc(F)cc1,-1,i,i,i,-7,i,-7,i,i,i,i
FC(F)(F)c1cc(-c2cccs2)n[nH]1,2,i,i,i,3,i,-7,i,i,i,i
COc1ccccc1OCCCn1cc(C#N)c2ccccc21,8,i,i,i,-1,i,-1,i,i,i,i
CN1C(N)=NC(=O)/C1=C/c1ccc(OC(F)(F)F)cc1,-6,i,i,i,7,i,-8,i,i,i,i
O=C(COc1ccc2ccc(=O)oc2c1)N1CCN(C(=O)C2COc3ccccc3O2)CC1 (centres undefined),10,i,i,i,22,i,-13,i,i,i,i

# Source: PubChem
